# FBW7 activator = activators of human E3 ligase FBW7; 650,000 tested, 0.13% active; AID 1259310; normalized activity (activation), % at 26.1 µM; AlphaScreen FBW7–phospho-cyclin E peptide binding, activator screen; Q969H0; in the data active = normalized activity above about 1.9%;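 note: purified mutant Fbw7 with reduced substrate affinity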
# Target sequence (Q969H0 whole entry, looked up): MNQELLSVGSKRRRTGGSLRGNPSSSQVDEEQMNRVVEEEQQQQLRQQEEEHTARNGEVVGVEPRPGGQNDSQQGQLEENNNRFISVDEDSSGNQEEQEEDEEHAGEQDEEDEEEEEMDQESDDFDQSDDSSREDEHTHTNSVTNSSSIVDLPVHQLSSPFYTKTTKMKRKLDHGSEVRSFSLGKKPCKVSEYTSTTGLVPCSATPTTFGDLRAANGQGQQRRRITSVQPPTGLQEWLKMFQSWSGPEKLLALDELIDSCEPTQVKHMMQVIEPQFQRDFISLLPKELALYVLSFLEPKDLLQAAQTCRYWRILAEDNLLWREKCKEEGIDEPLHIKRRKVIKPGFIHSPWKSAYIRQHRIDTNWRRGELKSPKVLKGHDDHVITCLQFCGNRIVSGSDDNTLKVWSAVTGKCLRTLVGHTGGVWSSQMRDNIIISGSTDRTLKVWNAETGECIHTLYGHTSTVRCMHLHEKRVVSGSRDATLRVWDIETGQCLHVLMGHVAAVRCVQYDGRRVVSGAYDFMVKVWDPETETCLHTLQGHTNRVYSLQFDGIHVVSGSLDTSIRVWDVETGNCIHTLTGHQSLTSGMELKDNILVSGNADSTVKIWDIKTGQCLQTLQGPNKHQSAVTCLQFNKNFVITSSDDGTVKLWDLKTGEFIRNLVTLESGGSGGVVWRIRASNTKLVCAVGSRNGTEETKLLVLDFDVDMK
# TEAD-YAP block = TEAD-YAP interaction inhibition | AID 1259422 | 640,000 tested, 1.4% active | HEK-TIYL cells, TEAD-Gal4/YAP UAS-luciferase luminescence | inhibition, % at 9.12 µM; in the data active = inhibition above about 32%;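 note: 0% = median of test compound wells and 100% = reference inhibitor wells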
# MITF inh = blocks human microphthalmia-associated transcription factor; O75030; AlphaScreen MITF homodimerization, bead proximity signal; inhibition, % at 2.6 µM; 650,000 tested, 0.91% active; AID 1259374; in the data active = inhibition above about 50%;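 note: 0% = vehicle wells with protein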
# GPR151 activ = activators of human GPR151; Q8TDV0; PathHunter beta-arrestin GPR151 cells, luminescence; activation, % at 11.2 µM; 650,000 tested, 1% active; in the data active = activation above about 4.9%;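 note: 0% = median of compound wells and 100% = cells with positive control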
# The depositor's hits bear a star.
mol	TEAD-YAP block	GPR151 activ	MITF inh	FBW7 activator
O=[N+]([O-])c1ccc(N2CCN(S(=O)(=O)c3ccccc3)CC2)cc1NCc1ccc(Cl)cc1	-5	-0.5	1	0.0
COc1ccc(CC(=O)NNC(=S)Nc2ccccc2)cc1Cl	-7	-1.6	-4	-0.1
Cc1ccccc1CN1C(=O)CSc2ccc(C(=O)NCCCN3CCOCC3)cc21	13	3.7	-24	0.2
Cc1[nH]c(=O)[nH]c(=O)c1S(=O)(=O)Nc1cccc(C(=O)c2ccccc2)c1	12	-1.1	2	-0.1
COc1cc(-c2cncc(-c3cccc(C(=O)NCCN(C)C)c3)n2)cc(OC)c1OC	-4	-0.8	20	-0.2
COc1cccc2c(=O)cc(C)n(CC(=O)NCc3ccccc3)c12	10	3.2	0	-0.1
COc1cc(NC(=O)c2cccc(F)c2)ccc1NC(=O)c1ccco1	-37	-0.9	-3	-0.1
CC(CCc1ccco1)NC(=O)C1CCN(c2nc3ccccc3n2C)CC1 (centres undefined)	10	0.7	-3	0.0
O=C(CSc1nnc2c(n1)[nH]c1ccccc12)Nc1nccs1	-31	-0.5	1	0.1
C=CCOC(=O)c1cc(-c2ccc(/C=N/Nc3nn[nH]n3)o2)ccc1Cl	-21	5.0*	15	0.2

# Brought forward from above: two entries; new compounds follow.
mol	TEAD-YAP block	GPR151 activ	MITF inh	FBW7 activator
O=C(CSc1nnc2c(n1)[nH]c1ccccc12)Nc1nccs1	-31	-0.5	1	0.1
C=CCOC(=O)c1cc(-c2ccc(/C=N/Nc3nn[nH]n3)o2)ccc1Cl	-21	5.0*	15	0.2
CCn1c(O)c(C=NC2CCCCC2)c(=O)[nH]c1=S	5	-0.6	-5	0.0
CCOc1ccc(CCNS(=O)(=O)c2cc(-c3nnc(Nc4ccc(Cl)cc4)c4ccccc34)ccc2C)cc1OCC	0	3.6	0	0.5
Fc1ccc(Cn2nnnc2CN2CCN(C3CCCC3)CC2)cc1	6	0.1	-8	-0.1
O=C(O)c1cccc(N=Cc2cccc([N+](=O)[O-])c2O)c1	-5	-0.3	11	0.0
Cc1cc(C)nc(NC(=O)/C=C/c2ccccc2Cl)c1	-55	-1.4	-4	0.1
O=S(=O)(Cc1cccc(C(F)(F)F)c1)NCc1csc(-c2cccs2)n1	1	0.6	12	0.0
CCCc1cc(C(=O)Nc2sc(C)c(CC)c2C#N)no1	-7	0.3	2	0.0
CCOC(=O)C(NC(=O)c1ccccc1)=C1CCCCC1	-3	-0.6	6	0.0
Cc1cc(C)n(-c2nncn2NC(=O)c2cc(-c3ccccc3)nn2-c2ccccc2)n1	5	-0.1	8	0.5
Cc1ccc(S(=O)(=O)Nn2c(C)nnc2-n2nc(C)cc2C)cc1	2	0.2	19	0.6
O=C1/C(=C/C=C/c2ccccc2)SC(=Nc2ccccc2)N1C1CCCCC1	0	-0.9	14	0.1
CN(C)c1nc(NCCOC23CC4CC(CC(C4)C2)C3)nc(OCC(F)(F)F)n1	0	-1.8	18	0.0
Cc1ccc(S(=O)(=O)NCCCN2CCCC2)cc1	-6	-1.2	1	-0.1
CCNc1nc(NCCO)c2ncn(-c3ccccc3)c2n1	7	-2.3	9	0.1
Cc1cccc(Nc2ccc(N3CCN(C(=O)c4ccc(Cl)cc4Cl)CC3)nn2)n1	6	-2.2	18	0.6
O=C(/C=C(\O)c1ccc(Cl)cc1)C(=O)Nc1cccc(Cl)c1	-6	0.4	21	0.1
CC1CCN(C(=O)Cn2c(=O)oc3cc(S(=O)(=O)N4CCCCCC4)ccc32)CC1	8	0.0	-7	0.0
CC(=O)c1ccc(NC(=O)CSc2n[nH]c(-c3ccc(Cl)cc3)n2)cc1	-4	0.3	13	0.1
C/C(=N\NC(=O)Cn1c(-c2nonc2N)nc2ccccc21)c1nonc1C	4	0.0	-8	-0.1
CC(C)c1cc(C(=O)N[C@@H](C)Cn2nc(-c3cccs3)oc2=O)on1	8	-0.4	4	0.0
COc1ccc(C(CC(=O)O)NC(=O)c2ccc([N+](=O)[O-])cc2)cc1 (centres undefined)	0	-0.1	-3	0.1
CCOC(=O)c1sc(Nc2nc3c(OC)cccc3s2)nc1C	-17	-0.4	-12	0.4
COc1ccc(-c2nc3n(c2NC(C)(C)C)CCN(C(=O)c2cn[nH]c2C)C3)cc1	-3	-0.3	10	0.1
O=C1CCC(N2CCCC2)CCN1Cc1ccc(F)c(F)c1 (centres undefined)	-12	-0.5	-16	-0.1
O=c1[nH]c2ccccc2c(=O)n1CCc1ccccc1	-31	-0.6	0	-0.2
COc1cccc(CC2(NC(=O)c3ccccc3)N=C3C=CC=CN3C2=O)c1OC (centres undefined)	-6	-0.4	8	0.0
CN(C)N1C(=O)CC(NCc2ccccc2)C1=O (centres undefined)	2	0.6	-5	-0.5
Cc1cc(C)c(S(=O)(=O)Nc2ccc(Cl)cn2)cc1C	2	0.9	6	0.1
CN1C(=O)N(C)C2(O)c3ccccc3/C(=N\Nc3ccc([N+](=O)[O-])cc3[N+](=O)[O-])C12O (centres undefined)	7	-1.1	11	1.4
CC(C)(C)NS(=O)(=O)c1ccc(CCC(=O)N2CCCC2)cc1	4	0.1	11	0.0
O=C(COc1ccccc1)NCCc1nnc2n1CCN(Cc1cccc(Cl)c1)CC2	5	-1.0	17	-0.1
O=C(Oc1ccc2c(=O)c(-c3ccc(Cl)cc3)c(C(F)(F)F)oc2c1)c1ccc(F)cc1	-2	0.0	13	0.0
Cc1ccc(S(=O)(=O)NCCCCCC(=O)NC(C)(C)CO)cc1	-1	-1.3	-5	-0.1
CCc1ccc(-n2c(N)c(C(N)=O)sc2=S)cc1	-11	0.3	-6	-0.1
COc1ccc(C2Nc3ccccc3-c3nnc(SC)nc3O2)cc1 (centres undefined)	-3	-0.9	-11	-0.1
CN(c1ccc(Br)cc1)S(=O)(=O)c1cnc[nH]1	-11	0.8	-8	0.0
Cc1cccnc1NC(=S)Nc1ccc(F)c(Cl)c1	3	0.6	-9	0.1
O=C(Nc1ccccc1)N1CCC(N2CCCCC2)CC1	2	-0.8	7	-0.1
Cc1cn2c3c(=O)n(C)c(=O)n(C)c3nc2n1CCOC12CC3CC(CC(C3)C1)C2	15	-0.3	2	0.5
Cc1ccc(NC(=O)CSC2CC(=O)N(c3ccccc3)C2=O)cc1C (centres undefined)	13	-0.3	11	0.3
O=C(NC1CCCCC1)N1CCC(n2nnc3cc(C(F)(F)F)ccc32)CC1	-2	-0.6	20	0.4
C#CCn1c(O)c(/C=C2\C=Nc3ccccc32)sc1=O	-64	1.0	9	0.1
CCN(CC)Cc1ccc(C(=O)N2CCC3(CC2)NC(=O)c2cccnc2N3CC)o1	5	1.3	-2	0.1
Cc1ccc(NC(=O)C2(c3ccccc3)CCOCC2)cc1F	-12	0.2	-1	-0.1
CC(C)c1ccc(N(CC(=O)N2CCC(C(N)=O)CC2)S(C)(=O)=O)cc1	-3	-1.1	-4	-0.1
CC1=NN(c2nc3ccccc3s2)C(=O)/C1=C\N(C)C	68*	-8.6	9	0.1
Cc1ccc(CN2CCN(CC(=O)N3CC(C)CC(C)C3)C2=O)cc1 (centres undefined)	13	0.1	-4	0.2
CCN(CC)CCCNC(=S)N(CCCO)Cc1cc2cc(OC)ccc2[nH]c1=O	16	-1.4	0	1.4
COC(=O)Cn1c(C)cc2ccccc2c1=O	-11	-0.1	13	1.1
CCN(CC)S(=O)(=O)c1cc(C(=O)Oc2ccc(-c3nnco3)cc2)ccc1Cl	-1	0.0	6	-0.1

# Next part
mol	TEAD-YAP block	GPR151 activ	MITF inh	FBW7 activator
COc1ccc(C)cc1NC(=O)COC(=O)c1nc2nccc(C)n2n1	3	0.0	7	0.4
Cc1ccc2c(c1)C(O)(C1COC(C)(C)CC1=O)C(=O)N2C (centres undefined)	-1	-1.1	-1	0.0
Cc1[nH]n(-c2ccccc2)c(=O)c1C(=O)c1ccc(Cl)cc1	61*	-1.1	-3	0.1
Cc1ccc2c(c1)C(=O)N(CC(=O)O)C2=O	-5	-0.4	-3	-0.1
COCCN1Cc2cccc(C(=O)NC(C)C34CC5CC(CC(C5)C3)C4)c2C1=O (centres undefined)	5	-0.6	11	0.5
COCCCNC(=S)Nc1sc2c(c1C#N)CCCC2	2	-0.3	4	-0.1
Cn1c(=O)c2c(ncn2CC(O)CN2C(=O)c3ccccc3S2(=O)=O)n(C)c1=O (centres undefined)	5	6.0*	7	-0.1
CCC1CN(CCNC(=O)c2ccc(C(C)=O)s2)Cc2cc(OC)ccc2O1 (centres undefined)	10	4.8	1	0.0
CC(C)CCn1c(N2CCN(Cc3ccccc3)CC2)nc2c1c(=O)n(C)c(=O)n2C	-12	0.3	-6	0.5
COc1ccc(CC(=O)OCC(=O)NC(=O)NC(C)(C)C)cc1OC	5	0.0	4	0.1
COc1ccccc1NC(=O)c1ccc(C)cc1	-50	-1.2	7	-0.1
CCSc1nc2c(c(=O)[nH]1)C(c1cccc(O)c1)C1=C(CCCC1=O)N2 (centres undefined)	0	-0.6	-2	-0.3
Cn1c(O)c(C=Nc2cccc(Cl)c2)c(=O)[nH]c1=S	1	-1.6	14	-0.1
Cc1nnc2n1N=C(c1ccc(Cl)cc1)CS2	2	-0.7	2	-0.1
CCCN(CCC(=O)Nc1cccc(Cl)c1)CC1CC1	2	1.3	4	-0.3
Clc1ccc(Cl)c(-c2ccc(CNCCCN3CCOCC3)o2)c1	-13	1.5	2	-0.1
Cc1ccc(SC(C)C(=O)Nc2nccs2)cc1 (centres undefined)	-7	0.5	0	-0.1
CSCCNC(=O)CC1C(=O)NCCN1Cc1ccccc1C(F)(F)F (centres undefined)	10	-1.1	11	0.1
C=CCNc1scc(-c2ccccc2)[n+]1CC=C	7	-0.4	17	0.0
O=C1CCCC/C1=C\Nc1ccc([N+](=O)[O-])cc1Br	-14	0.1	-1	-0.1
O=C(N1CCCCCC1)C12CC3CC(CC(C3)C1)C2	-5	0.2	11	0.1
Cc1nnc(N2C(=O)C(=O)/C(=C(/O)c3ccccc3)C2c2ccccc2)s1 (centres undefined)	8	-2.4	6	0.0
FC(F)(F)c1cc(Cl)c2nc(-c3ccccc3)c(-c3ccccc3)nc2c1	7	0.5	13	0.1
O=C(CCS(=O)(=O)c1cccc2nsnc12)NC(c1ccccc1)c1ccccc1	14	-0.1	0	-0.1
Cc1cccc(N2C(N)=C(C#N)C(c3cc(Br)cs3)C3=C2CCCC3=O)c1 (centres undefined)	-2	0.1	-11	0.0
O=C(CCCn1c(=S)[nH]c2ccc(Br)cc2c1=O)NCCc1ccccc1	-2	-1.1	0	-0.1
COc1cccc(C2=CC(c3c(F)cccc3Cl)n3ncnc3N2)c1 (centres undefined)	0	-2.3	1	0.1
CC1CCN(S(=O)(=O)c2ccc3c(c2)oc(=O)n3CC(=O)N2CCCCC2)CC1	11	0.7	9	0.0
CCOc1ccc(/C(O)=C2\C(=O)C(=O)N(c3nnc(C)s3)C2c2ccccc2)cc1 (centres undefined)	1	-1.0	6	-0.1
Cc1c(/C=C/C2=CCN(C)CC2)c2ccccc2n1CC(=O)N1CCCC1	-3	-0.4	9	-0.1
CNC(=O)/C(C#N)=C/c1ccc(-c2ccc(C)cc2[N+](=O)[O-])o1	0	4.1	2	-0.1
CC(C)Sc1nc(N2CCCCC2)c2c(c1C#N)CCCC2	1	1.7	-3	0.2
O=C(Cc1cccc2ccccc12)NCC(=O)Nc1ccc(N2CCOCC2)cc1	-11	-2.2	-21	-0.2
O=C(O)c1cccc(NS(=O)(=O)c2cccs2)c1	0	0.5	2	0.2
Cc1cc(NC(=S)NC(=O)C23CC4CC(CC(C4)C2)C3)no1	7	0.7	-4	0.1
O=C(NCCO)/C(=C\c1ccc(Cl)cc1)NC(=O)c1ccc(Br)cc1	-3	0.4	34	-0.1
CC(C)OCCCNc1ccc(C(F)(F)F)cn1	2	0.6	4	0.1
COc1ccc(NC(=O)COc2ccc(Br)cc2Cl)cc1	-25	1.9	5	-0.1
Cc1ccc(NC(=O)CCS(=O)(=O)c2ccc3c(c2)SCC(=O)N3)c(C)c1	6	1.7	12	0.4
O=C1CCc2cc(S(=O)(=O)N3CCCC3)cc3c2N1CC3	4	0.2	-4	0.6
COc1ccc(OC)c(NC(=O)CCS(=O)(=O)c2ccc(Br)cc2)c1	7	-0.9	-151	0.3
CCCc1ccc(C(=O)NCc2ccsc2)cc1	-35	-1.9	7	0.3

# Compounds listed so far that contain a furan ring, fused or not (6):
mol	TEAD-YAP block	GPR151 activ	MITF inh	FBW7 activator
COc1cc(NC(=O)c2cccc(F)c2)ccc1NC(=O)c1ccco1	-37	-0.9	-3	-0.1
CC(CCc1ccco1)NC(=O)C1CCN(c2nc3ccccc3n2C)CC1 (centres undefined)	10	0.7	-3	0.0
C=CCOC(=O)c1cc(-c2ccc(/C=N/Nc3nn[nH]n3)o2)ccc1Cl	-21	5.0*	15	0.2
CCN(CC)Cc1ccc(C(=O)N2CCC3(CC2)NC(=O)c2cccnc2N3CC)o1	5	1.3	-2	0.1
Clc1ccc(Cl)c(-c2ccc(CNCCCN3CCOCC3)o2)c1	-13	1.5	2	-0.1
CNC(=O)/C(C#N)=C/c1ccc(-c2ccc(C)cc2[N+](=O)[O-])o1	0	4.1	2	-0.1

# Screens from PubChem BioAssay.
